Assay outcomes from PubChem.
MC4R barr agon: activates human MC4R beta-arrestin recruitment; P32245; U2OS MC4R beta-arrestin complementation, luminescence; percent of melanotan II response, DMSO zero; activation, % at 8.9 µM; hit rate 0.98% among 360,000; AID 540308;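 active = activation above a per-plate cutoff, the mean activation of sample wells on that plate plus 3 SD, cut at about 8% in these data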
SRC2 inh: human SRC2 (NCOA2) inhibition | Q15596 | HEK293 GAL4-SRC2 luciferase reporter, luminescence | inhibition, % at 9 µM | hit rate 0.17% among 370,000 | AID 651957;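 active = inhibition above the mean inhibition of all tested compounds plus 3 SD, set per campaign, cut at about 52% in these data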;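 note: 0% = DMSO treated cells and 100% = cells given Gossypol at 36 µM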
N-glyco inh: N-linked glycosylation inhibition | D54 ERlucT glycosylation luciferase reporter, 24 h; percent of 100 nM tunicamycin response | reporter increase, % at 12.5 µM | hit rate 0.23% among 360,000 | AID 588692;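 active = mean luciferase reporter signal, scaled so untreated is 0 and the glycosylation-blocking control 100, at or above a set limit in every replicate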;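 note: luciferase carries N-glycosylation sites so blocking glycosylation raises the light; 0% = median of neutral control wells and 100% = median of 100 nM tunicamycin wells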
MC4R antagonist: blocks human MC4R cAMP signaling; MC4R-expressing cells, MTII-stimulated cAMP, LANCE TR-FRET; hit rate 0.48% among 360,000; AID 540295; inhibition, % at 6.5 µM;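 active = inhibition above its plate's cutoff, the mean of tested wells on that plate plus 3 SD, cut at about 29% in these data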;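 note: 0% = Melanotan II alone and 100% = Melanotan II plus saturating MCL0020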
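System: U2OS-MC4R stable cell line; Technique: Eu-cAMP/anti-cAMP TR-FRET, emission 671 nm; Repeats: single well per compound; Also added: Melanotan II; Dosing: one concentration, 6.5 µM nominal; Schedule: 30-min compound, 1-h challenge, 1-h detection, room temperature.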
ABHD5 PLIN5 PPI: inhibitors of human ABHD5-perilipin-5 interaction | Q00G26+Q8WTS1 | Split G. princeps luciferase complementation, luminescence, 4 h | inhibition, % at 4 µM | hit rate 0.78% among 360,000;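 active = inhibition above the mean inhibition across every tested compound plus 3 SD, cut at about 22% in these data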;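 note: 0% = DMSO only wells and the 100% control is not disclosed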
m5-HT2A agonist: activates the mouse 5-HT2A serotonin receptor; P35363; CHO-K1 mHTR2A beta-arrestin complementation, luminescence; percent of 30 µM serotonin response; activation, % at 7.6 µM; hit rate 0.66% among 360,000; AID 624169;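 active = activation above a run cutoff, the mean activation of all tested compounds plus 3 SD, cut at about 14% in these data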;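 note: 0% = plate median of compound wells and 100% = 30 µM serotonin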
TLR9-MyD88 inh: TLR9-MyD88 interaction inhibition. Q9NR96+Q99836. CHO BLA complementation TLR9-MyD88, CCF4 FRET ratio. inhibition, % at 4.98 µM. hit rate 0.21% among 340,000. AID 504734;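 active = inhibition above the mean over all tested compounds plus 3 SD, cut at about 21% in these data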;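 note: 0% = DMSO only wells and 100% = clavulanate BLA inhibitor control wells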
Target sequence (Q99836 whole entry, looked up): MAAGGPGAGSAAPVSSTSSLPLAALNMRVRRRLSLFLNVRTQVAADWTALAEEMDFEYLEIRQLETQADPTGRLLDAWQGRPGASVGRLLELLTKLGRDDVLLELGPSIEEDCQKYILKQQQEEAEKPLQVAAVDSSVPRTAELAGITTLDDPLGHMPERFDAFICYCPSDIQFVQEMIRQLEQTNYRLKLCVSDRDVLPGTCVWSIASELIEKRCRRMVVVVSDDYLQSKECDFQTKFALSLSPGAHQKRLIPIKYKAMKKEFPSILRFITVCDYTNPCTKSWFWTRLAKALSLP
Target sequence (Q9NR96 whole entry, looked up): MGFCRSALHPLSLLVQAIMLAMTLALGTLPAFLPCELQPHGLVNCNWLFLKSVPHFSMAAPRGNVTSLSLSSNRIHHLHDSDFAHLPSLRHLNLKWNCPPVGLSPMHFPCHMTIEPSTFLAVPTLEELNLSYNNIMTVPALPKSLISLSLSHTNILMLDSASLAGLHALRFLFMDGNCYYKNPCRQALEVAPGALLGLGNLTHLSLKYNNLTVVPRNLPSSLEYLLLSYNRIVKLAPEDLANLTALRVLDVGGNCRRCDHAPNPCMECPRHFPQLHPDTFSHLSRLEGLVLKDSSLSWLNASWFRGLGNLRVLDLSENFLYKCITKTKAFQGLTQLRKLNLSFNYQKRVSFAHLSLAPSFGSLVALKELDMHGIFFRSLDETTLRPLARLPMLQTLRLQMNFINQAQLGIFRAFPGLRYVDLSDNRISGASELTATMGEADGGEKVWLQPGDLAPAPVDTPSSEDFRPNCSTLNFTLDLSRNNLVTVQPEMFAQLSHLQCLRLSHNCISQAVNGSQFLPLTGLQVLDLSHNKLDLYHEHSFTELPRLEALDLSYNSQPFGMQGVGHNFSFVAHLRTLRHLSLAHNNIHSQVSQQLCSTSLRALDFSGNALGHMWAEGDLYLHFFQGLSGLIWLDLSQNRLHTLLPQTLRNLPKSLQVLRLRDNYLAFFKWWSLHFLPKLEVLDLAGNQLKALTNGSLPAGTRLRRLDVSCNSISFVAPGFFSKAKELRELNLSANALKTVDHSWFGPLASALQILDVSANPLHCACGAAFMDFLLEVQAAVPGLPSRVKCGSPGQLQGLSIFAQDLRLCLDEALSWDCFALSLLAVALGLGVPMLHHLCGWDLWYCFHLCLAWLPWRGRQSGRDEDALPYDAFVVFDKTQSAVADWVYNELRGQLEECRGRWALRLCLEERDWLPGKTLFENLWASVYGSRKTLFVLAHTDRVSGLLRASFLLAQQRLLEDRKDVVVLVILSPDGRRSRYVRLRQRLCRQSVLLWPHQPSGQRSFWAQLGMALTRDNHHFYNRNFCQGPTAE
NOD2-RIPK2 inh: NOD2-RIPK2 protein interaction inhibition; O43353; CHO BLA complementation NOD2-RIPK2, CCF4 ratio; hit rate 0.38% among 360,000; AID 624267; inhibition, % at 4.98 µM; in the data active = inhibition above about 21%;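 note: 0% = vehicle only and 100% = reference blocker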
H9c2 protect: modulators protecting cardiomyocytes from myocardial damage | H9c2 cardiomyocytes, H2O2 injury protection, ATPLite, 2 h | protection from H2O2 cell death, % at 20 µM | hit rate 0.63% among 360,000;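 active = compounds giving at least 50% protection of heart cells from peroxide-induced death in the single-dose screen, raw or plate-pattern-corrected value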;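 note: 0% = DMSO wells with peroxide and 100% = DMSO wells without peroxide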
ABCB6 inh MLPCN: blocks the human ABCB6 transporter | AID 602162 | hit rate 0.19% among 360,000 | K562-ABCB6 porphyrin accumulation, flow cytometry, 1 h; stronger effect = lower value | fluorescence ratio to DMSO, % at 10 µM | Q9NP58;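 active = fluorescence ratio to DMSO below 75%, the collection mean minus 3 SD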;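 note: signal is porphyrin accumulated inside mitochondria; 100% equals median channel fluorescence of DMSO control wells; lower ratio means ABCB6 inhibition with less porphyrin fluorescence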
* hit, by the source's call; nt = no result given. The list is partial; rates above refer to the full screens.

SMILES	MC4R barr agon	SRC2 inh	N-glyco inh	MC4R antagonist	ABHD5 PLIN5 PPI	m5-HT2A agonist	TLR9-MyD88 inh	NOD2-RIPK2 inh	H9c2 protect	ABCB6 inh MLPCN
Cc1cccc(C)c1NC(=O)CNC(=O)C1COc2ccccc2O1 (centres undefined)	-1.6	14.1	-0.6	6.1	-3.9	5.0	-7.1	-12.8	-4.8	98.0
CC1CCCCN1C(=O)/C=C/c1ccccc1[N+](=O)[O-] (centres undefined)	-0.6	-11.4	-0.9	-2.2	-6.7	-3.6	-5.0	-4.3	-4.7	102.0
O=C(c1ccccc1)N1CCN(C2CC3CCC2C3)CC1 (centres undefined)	-1.8	-12.2	0.7	0.5	0.6	3.9	-0.1	3.0	9.7	102.0
CC(C)C[C@H](NC(=O)OC(C)(C)C)C(=O)N1CCC(C(=O)N[C@@H](Cc2ccccc2)C(=O)O)CC1	-1.0	-10.6	1.2	-7.8	10.4	-10.8	11.3	-9.3	-0.5	98.0
C=C(C)Cn1c(SCC(=O)O)nnc1-c1ccc(C(C)(C)C)cc1	-0.9	-1.9	1.2	3.8	4.8	1.4	-4.2	-6.1	0.3	95.0
CC(=O)c1ccc(S(=O)(=O)N2CCN(c3nc4c(C)c(C)ccc4cc3C#N)CC2)cc1	1.0	-4.8	0.4	0.3	-6.6	-1.4	5.6	-7.5	-8.3	103.0
N#Cc1ccc(CN2CCN(c3ccc(S(=O)(=O)N4CCCC4)cn3)CC2)cc1	-1.7	16.7	-3.5	3.4	0.7	0.0	12.3	-0.5	-7.4	94.0
Cc1ccc(C(=O)NCC(=O)N2CCCCCCC2)cc1	-0.5	-31.9	0.2	2.7	-2.1	4.9	6.1	-4.2	5.9	92.0
CC1=NN(C(=S)Nc2ccccc2)C(c2ccccc2)C1 (centres undefined)	-0.7	-31.1	1.1	2.9	-7.3	0.8	8.1	-0.4	-2.7	99.0
CC1C2(C)OC(=N)C(C#N)(C(C)O2)C1(C#N)C#N (centres undefined)	-0.6	nt	1.2	7.8	-6.2	-2.2	2.9	-15.4	6.7	106.0
Cn1c(N)c(C(=O)CSc2nnc(C3CC3)n2-c2ccccc2)c(=O)[nH]c1=O	1.8	28.5	-0.9	11.2	-15.4	-2.4	-4.3	-9.0	-0.3	100.0
O=S1(=O)CCN(C(CO)c2ccccc2)CC1 (centres undefined)	-0.4	-8.3	-0.8	8.0	-3.6	-0.9	-11.1	-6.0	1.5	86.0
COc1ccc(NC(=O)/C(=C\c2ccc(OS(=O)(=O)c3ccc(C)cc3)cc2)NC(=O)c2ccccc2)cc1	-0.5	6.2	-0.2	-0.5	8.4	0.3	-5.6	-12.9	4.7	114.0
COc1ccc(C2=NN(C(=O)CSc3nccn3C)C(c3ccco3)C2)cc1 (centres undefined)	-0.3	20.8	-0.4	6.5	-10.4	7.9	-2.3	7.5	5.2	98.0
O=S(=O)(c1ccc(Cl)cc1)N1CCN(c2nc(C(F)(F)F)nc3ccccc23)CC1	0.1	7.7	-1.1	2.0	-1.9	5.4	3.1	2.0	2.4	101.0
C=C(C)[C@H]1CC=C(C)C(=O)C1	0.5	0.8	1.7	2.9	7.4	6.1	-9.3	2.5	-1.6	103.0
O=C(NC1CCSc2ccccc21)c1ccc(F)cc1 (centres undefined)	1.9	-12.3	4.2	-1.1	-0.8	-1.1	1.7	-6.6	-6.6	92.0
O=C(O)c1ccc(Cl)cc1NC(=O)C1CCN(S(=O)(=O)c2cccs2)CC1	-1.8	1.4	1.5	22.0	-7.4	-4.4	-2.4	1.4	0.8	94.0
COc1ccc(C(=O)Nc2ccc(NC(C)=O)cc2)cc1S(=O)(=O)N1CCCCC1C (centres undefined)	1.0	nt	-2.0	6.0	1.8	-0.6	-18.9	-7.0	-1.8	92.0
Cc1ccc(S(=O)(=O)NNC(=O)Nc2ccccc2F)c(C)c1	-3.4	16.4	-0.8	2.7	-6.8	2.4	-9.6	2.3	-3.8	102.0
COc1ccc(CN(C)C(=O)C(Cc2ccccc2)NC(=O)c2ccccc2)cc1F (centres undefined)	-1.1	-0.1	-2.6	7.1	-17.4	6.7	-6.8	3.8	50.2*	90.0
CC1CCCC(C)N1C(=O)COC(=O)/C=C/c1ccc(Br)o1 (centres undefined)	0.6	4.0	-2.1	18.9	6.8	-2.1	-11.8	-4.2	-7.5	97.0
Cc1[nH]c(=O)[nH]c(=O)c1S(=O)(=O)N1CCC(C(=O)NC(C)c2ccccc2)CC1 (centres undefined)	-1.7	-9.2	0.6	7.2	-6.4	0.0	-6.9	-2.7	-1.8	98.0
Cc1ccc(C)c(NC(=O)COC(=O)c2ccc[n+]([O-])c2)c1	-1.2	6.1	0.0	6.7	1.0	6.9	-7.0	-8.1	5.1	98.0
CCOc1ccc(CN(C)CC(=O)Nc2cc(C)c(C)cc2[N+](=O)[O-])cc1	-0.8	24.0	-9.6	1.9	-7.2	-4.2	5.4	-0.4	-11.7	99.0
The list continues.
SMILES	MC4R barr agon	SRC2 inh	N-glyco inh	MC4R antagonist	ABHD5 PLIN5 PPI	m5-HT2A agonist	TLR9-MyD88 inh	NOD2-RIPK2 inh	H9c2 protect	ABCB6 inh MLPCN
CC(=O)NCc1ccc(-c2csc(N)n2)s1	-1.1	5.2	2.5	-2.8	-22.3	-2.3	-8.4	-3.2	-2.6	100.0
CCOc1ccc(S(=O)(=O)N(CC(=O)NCC2CCCO2)c2ccc(F)cc2)cc1 (centres undefined)	-1.8	-36.3	-0.8	10.4	-3.2	3.1	-2.6	-13.4	1.5	89.0
Cc1ccc(S(=O)(=O)c2c(N)n(Cc3ccco3)c3nc4ccccc4nc23)cc1	0.5	-8.7	0.7	1.0	12.1	-2.4	8.5	-1.3	0.9	102.0
COc1ccc(C2=NS(=O)(=O)N(C)C(C(=O)NC3CCCC3)=C2)cc1	-0.6	4.2	1.0	11.7	1.1	2.7	-12.8	-1.7	-12.0	98.0
NCCCC[C@H](NC(=O)C1CCNCC1)c1nnc([C@@H](N)CO)o1	-1.3	-44.5	4.0	-3.0	-1.9	-4.0	0.9	4.7	8.4	100.0
NNC(=O)[C@H]1C[C@@H]1c1ccccc1	-4.2	-9.5	-1.2	-4.3	-3.4	4.4	-1.3	0.1	2.8	99.0
CC(C)(C)c1cccc(Cn2nnc3ccccc32)c1O	2.3	-13.3	-2.1	2.4	-12.0	4.4	6.5	8.6	-7.5	92.0
OC(c1nc2ccc(F)cc2[nH]1)C(O)c1nc2ccc(F)cc2[nH]1 (centres undefined)	-1.1	-39.5	1.8	3.1	1.6	-2.0	2.7	-3.0	-1.2	98.0
CC(=O)N1CCN(C(=O)COC(=O)/C=C/c2ccccc2[N+](=O)[O-])CC1	-1.1	1.1	-2.2	8.0	1.1	-3.6	-3.9	2.2	-3.7	103.0
CC(=O)Nc1ccc(S(=O)(=O)NCCC(=O)NCCCc2ccccc2)cc1	-0.4	5.2	-1.4	-1.7	2.2	3.8	7.1	-2.2	-1.1	96.0
O=C(C[C@@H]1C=C[C@@H](NC(=O)c2cccnc2)[C@@H](CO)O1)NCc1ccncn1	nt	-27.3	nt	nt	1.5	-1.2	nt	-2.1	nt	nt
C=CCn1ccc(=O)nc1SC	-2.1	-12.5	0.9	1.5	8.2	3.6	-18.2	-18.6	0.1	100.0
CC(NC(=O)CNC(=O)c1ccc2c(c1)OCO2)c1ccc(S(N)(=O)=O)cc1 (centres undefined)	-1.4	-3.0	1.7	4.6	-5.7	-5.7	0.5	-7.1	-1.0	100.0
CCCC(C)NC(=O)C1CC(=O)N(CCc2ccc(F)cc2)C1 (centres undefined)	-1.0	5.7	-0.4	5.8	-1.4	1.6	-11.0	5.8	3.5	97.0
CN1CCN(C(=O)c2ccc(-c3cnn(C)c3)c3ccoc23)CC1	-2.0	nt	1.4	-1.2	2.1	-2.8	nt	-21.1	-2.0	99.0
COc1ccc(N2CCN(CC(=O)Nc3cc(C)cc(C)c3)CC2)cc1	-0.8	-3.7	2.2	0.3	3.7	-6.0	-8.6	-10.0	0.8	101.0
COc1ccccc1-n1c(SCC(=O)NC(C)(C)C)nc(O)cc1=O	0.0	2.6	4.0	11.4	3.3	0.8	2.4	3.5	-1.3	102.0
Cc1ccc2c(c1)c1c(n2CC(O)CN2C(=O)CNC2=O)C(=O)CCC1 (centres undefined)	-1.0	-4.2	0.2	7.0	15.7	1.2	-4.0	-3.9	-3.8	96.0
CCCCC1OC2(C)OC(=N)C1(C#N)C(C#N)(C#N)C2c1ccccc1 (centres undefined)	2.4	-13.9	2.0	-3.4	11.3	6.4	-9.3	-0.3	-3.4	105.0
COc1ccc(/C=N/NC(=S)Nc2ccccc2)cc1COc1ccc(F)cc1F	5.2	-12.1	-3.0	9.0	2.8	8.3	-11.4	17.1	-2.1	99.0
O=C(CNC(=O)c1ccc(S(=O)(=O)N2CCCCC2)cc1)N/N=C/c1ccco1	-0.3	8.9	-5.1	-1.4	0.7	-1.1	-2.2	2.3	0.2	99.0
O=S(=O)(NC1CC2CCC1C2)c1ccc(Br)s1 (centres undefined)	-0.8	8.9	-1.4	19.9	-5.3	4.8	-6.9	-3.6	-8.0	93.0
CC(=O)N1CCC(C(=O)Nc2cc(C)cc(C)c2)CC1	1.5	9.0	1.8	-6.3	-11.2	-2.4	-2.4	8.8	-1.0	98.0
CCOC(=O)CC1C(=O)NCCN1S(=O)(=O)c1ccc(Cl)cc1Cl (centres undefined)	-1.6	6.5	-0.7	4.7	1.5	1.2	-3.0	-5.6	2.2	98.0
C/C(CC(=O)Nc1ccc2c(c1)OCCO2)=N\NC(=O)c1ccccc1F	1.9	-22.6	1.1	1.2	8.4	-0.2	3.9	-11.4	0.2	98.0
Next entries follow:
SMILES	MC4R barr agon	SRC2 inh	N-glyco inh	MC4R antagonist	ABHD5 PLIN5 PPI	m5-HT2A agonist	TLR9-MyD88 inh	NOD2-RIPK2 inh	H9c2 protect	ABCB6 inh MLPCN
CC(Oc1cccc(Cl)c1)C(=O)N1CCN(c2ncccn2)CC1 (centres undefined)	0.1	-2.1	-0.6	3.2	0.1	-12.5	-2.2	-6.0	4.6	98.0
Cc1ccc(NCc2nnc(SCc3ccc(C#N)cc3)n2Cc2ccco2)c(C)c1	2.0	3.8	-0.3	2.4	12.7	-1.3	-3.9	-3.1	-1.4	90.0
O=C(CSc1nc2ccccc2o1)Nc1nc2ccccc2s1	2.2	-27.5	0.4	6.8	-8.8	-1.1	3.0	-6.9	-7.9	100.0
CCOC(=O)C1(C)CCN1C(=O)c1ccccc1C (centres undefined)	-0.9	-11.9	1.9	6.0	6.6	-2.7	nt	0.8	5.2	88.0
COc1ccc(CCNc2nc(-c3cccc(NC(C)=O)c3)cs2)cc1OC	-1.2	11.9	-0.6	3.3	-2.0	0.9	-1.5	5.9	-2.0	95.0
COc1ccc(S(=O)(=O)N2CCOC23CCN(C(=O)c2c(F)cccc2Cl)CC3)cc1	-2.6	16.3	-1.6	0.7	-0.1	2.0	-1.5	-8.3	-6.0	100.0
